Screening results as filed in PubChem BioAssay.
Yfh1-depleted yeast – enhancers of respiration in Yfh1-depleted yeast, dose response, Friedreich's ataxia, plus single-dose screen (AID 1465); actives 0.074% (n = 220,000); S. cerevisiae Yfh1-off respiration, WST-1 reduction, 72 h; higher fold induction means a stronger effect; one-dose fold induction at 50 µM; EC50 in µM for titrated hits;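 active = fold induction of absorbance versus untreated yeast above a set limit, then at least 30% activation at any dose in follow-up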;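 note: activators that raise dye reduction in frataxin-depleted yeast; strong numbers were not always called active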
HEK293 NOD2/NF-kB – NOD2 signaling inhibitors, cell-based, luminescence, uHTS, HEK293 (AID 1566); actives 0.63% (n = 290,000); HEK293 NOD2/NF-kB luciferase reporter, luminescence; higher % means a stronger effect; one-dose inhibition, % at 4 µM; EC50 in µM for titrated hits; in the data active = inhibition above about 50%; note: many of its hits are not listed in these tables
Dynein cargo inh – inhibitors of GR-EGFP nuclear translocation, primary screen, dynein cargo transport inhibitor project, imaging, high-content, 3617.4 mouse cells; test concentration mostly 20 µM; stimulated with dexamethasone, 1 µM; active compounds read low; z-score, hits read low; actives 0.47% (n = 220,000); AID 1381, 2008;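 active = plate z-score of nuclear minus cytoplasmic receptor signal below a set negative limit, without overly bright fluorescence or cell loss, cut at about -3.5 in these data, passing the limit was not always enough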;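 note: z-score of nuclear minus cytoplasmic ring GR-EGFP intensity difference per well; some compounds called inactive have numbers as strong as hits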
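Buffer or medium – tet-free medium with charcoal-stripped serum · Signal – automated 10x imaging of fixed Hoechst-stained cells · Also added – dexamethasone agonist, 1.0 µM final, for 30 min · Incubation – induction 48 h, compound 1 h, agonist 30 min · Read-out – GR-EGFP nuclear translocation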
MT stabilize HCS – microtubule stabilizers in HeLa cells, primary screen, imaging, high-content imaging; HeLa tubulin immunostaining HCS, 24 h; share of cells brighter than vehicle mean+2SD; actives 0.83% (n = 200,000); AID 2205, 2009; % tubulin-high responders, % at 10 µM;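 active = plate Z-score above 3 for both tubulin-high and condensed-nucleus cell shares, with cell loss under 80%, at 10 µM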;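 note: anti alpha tubulin signal scored within the nucleus-defined area of each cell; some results filed as inactive read as strong as hits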
Insulin prom up – insulin promoter activators in MIN6 cells, imaging, high-content screening, mouse beta cells | actives 0.3% (n = 190,000) | MIN6 insulin promoter-GFP reporter; active compounds read high | z-score at 5 µM;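 active = z-score above 3 at 5 µM with at least 500 cells counted in the well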
Autophagy mod – autophagy modulators in MEF cells, primary screen, imaging, high-content, MEF GFP-LC3 | calls only at 10 µM (by protocol) | actives 0.98% (n = 190,000) | MEF GFP-LC3 puncta imaging; test concentration mostly 10 µM;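 active = percentage of spot-positive cells more than 3 SD above its plate mean, without a fluorescence outlier flag or 80% toxicity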;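 note: spot-positive cell cutoff set from DMSO-treated cells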
b-catenin transl – modulators of beta-catenin nuclear translocation, primary screen, imaging, HeLa cells, immunofluorescence, high-content. nuclear translocation activity, % at 5 µM. actives 0.3% (n = 190,000). AID 1665, 2009;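 active = nuclear translocation activity above 50% at 5 µM, with a well cell count of 50 or more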;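 note: per-cell ratio of nuclear to cytoplasmic median beta-catenin stain intensity; plate controls were DMSO negative control for no effect and GSK-3 inhibitor IX positive control for full effect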
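Assay system: human HeLa cells, native beta-catenin; doses: 5 µM primary, 0.02–20 µM confirmation; incubation: compound treatment 24 h, 37°C, 5% CO2; technique: fluorescence imaging of beta-catenin antibody stain plus DAPI; measure: % activation, nuclear-to-cytoplasmic median beta-catenin signal ratio per cell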
P. falciparum M17LAP – P. falciparum M17LAP inhibitors, primary screen, biochemical, fluorogenic H-Leu-NHMec substrate, 1536-well (AID 1619). Leucine aminopeptidase (Plasmodium falciparum (isolate 3D7)). recombinant M17LAP, H-Leu-NHMec fluorogenic kinetic assay; higher % means a stronger effect. inhibition, % at 30 µM, or IC50 in µM where a hit was titrated. actives 0.38% (n = 220,000);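 active = compound inhibiting the enzyme by more than half at any dose during confirmatory dose-response retesting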;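 note: plate controls were full reaction with DMSO carrier for no effect and no enzyme background for full effect; strong numbers were not always called active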
NOD1 inhibition – NOD1 signaling inhibitors, primary screen, cell-based, luminescence, uHTS (AID 1578); NOD1-driven NF-kB luciferase reporter cells, luminescence; higher % means a stronger effect; inhibition, % at 4 µM, or EC50 in µM where a hit was titrated; actives 1% (n = 290,000); in the data active = inhibition mostly above about 36%, no sharp cut-off; inactive = mostly below about 34%;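 note: HEK-293T reporter cells stimulated with the NOD1 agonist gamma-tri-DAP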
Dynein cargo inh cytoplasmic EGFP – also measured in Dynein cargo inh; calls as there; z-score; measured here: cytoplasmic GR-EGFP intensity; active compounds read high
Dynein cargo inh nuclear GR-EGFP – recorded beside Dynein cargo inh, whose call it bears; z-score; measured here: nuclear GR-EGFP intensity;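 lower value marks the stronger effect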
Dynein cargo inh cell count – further read-out of Dynein cargo inh, marked with its call; z-score; measured here: cell count per field
Insulin prom up cell count – recorded beside Insulin prom up, whose call it bears; cell count; measured here: cytotoxicity, nuclei count;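 total cells summed across four imaged fields per well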
b-catenin transl cell count 5 µM – recorded beside b-catenin transl, whose call it bears; cell count; measured here: cell count, cytotoxicity flag
MT stabilize HCS Hoechst-high % – second read-out of MT stabilize HCS, no call of its own (marks repeat the call); % Hoechst-high responders; measured here: nuclear condensation Hoechst responders;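 share of cells brighter than vehicle mean plus two SD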
MT stabilize HCS cytotoxicity % – recorded beside MT stabilize HCS, whose call it bears; toxicity, %; measured here: cytotoxicity by cell density;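 0% = mean cell density of plate MIN control wells and 100% = no cells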
Autophagy mod cell loss 18 h – second read-out of Autophagy mod, no call of its own (marks repeat the call); toxicity, %; measured here: cell loss, nuclei count;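 cell loss after 18 h compound exposure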
* = called active by the depositor; i = inactive; / = not tested or not shown; + = active, no number. Some of the compounds tested; count on the stated rates, not on these rows.

smiles	Yfh1-depleted yeast	HEK293 NOD2/NF-kB	Dynein cargo inh	Dynein cargo inh cytoplasmic EGFP	Dynein cargo inh nuclear GR-EGFP	Dynein cargo inh cell count	MT stabilize HCS	MT stabilize HCS Hoechst-high %	MT stabilize HCS cytotoxicity %	Insulin prom up	Insulin prom up cell count	Autophagy mod	Autophagy mod cell loss 18 h	b-catenin transl	b-catenin transl cell count 5 µM	P. falciparum M17LAP	NOD1 inhibition
CCC(=O)Nc1ccccc1C(=O)OCC(=O)c1ccccc1	i	-76%	-0.013	-0.19	-0.19	0.25	1.5	1.1	7.7	0.48	1373	i	6	-0.4	1310	9%	31%
O=C(Cn1nc(C(=O)O)c2ccccc2c1=O)Nc1ccc2c(c1)C(=O)c1ccccc1C2=O	i	-54%	1.5	-0.092	0.65	-0.11	/	/	/	0.67	1413	/	/	-1.8	1089	-5%	-10%
CC(C)(C)NS(=O)(=O)c1ccc(CCC(=O)Nc2ccc3c(c2)OCCO3)cc1	i	6%	0.024	-0.21	0.053	0.14	3.6	3.3	2.0	-0.26	1397	i	-8	0.0	1028	1%	-27%
O=C1CN(C(=O)c2ccc(Br)o2)C(c2ccccc2)c2cc(F)ccc2N1 (stereo not given)	i	6%	-0.88	-0.28	-0.39	0.39	2.5	4.8	15	-0.25	955	i	-6	/	/	-2%	0%
Cc1ccc(S(=O)(=O)NCCSC(C)(C)C)cc1	i	17%	0.018	-0.27	0.12	0.38	3.6	2.5	8.8	/	/	i	-2	/	/	9%	11%
O=C1c2ccccc2C(=O)N1CCC(c1ccc(F)cc1)c1ccco1 (stereo not given)	i	2%	-1.3	0.018	-1.4	0.27	2.6	1.6	1.4	1	1264	i	-8	/	/	16%	-2%
COc1ccc(-c2cc(=O)c3ccccc3[nH]2)cc1	i	6%	0.28	-0.28	0.46	0.57	2.9	1.4	6.2	-0.75	916	i	1	/	/	6%	-19%
O=C(/C=C/c1ccc2c(c1)OCO2)Nc1nc2ccccc2s1	i	-91%	0.92	0.26	0.35	0.37	2.4	2.6	6.8	-0.23	1532	i	-5	-1.4	1083	-6%	-43%
CC/C(=N\NC(N)=O)c1ccc(OC(F)F)cc1	i	-23%	-0.19	-0.21	-0.18	1	/	/	/	-0.02	1459	/	/	1.3	948	8%	2%
CCCC(=O)Nc1cc(C)c(NC(=O)c2ccccn2)cn1	i	-7%	-1.1	0.19	-0.32	0.35	6.0	1.6	9.8	0.97	1299	i	1	-1.3	1335	-24%	29%
O=C(NN1C(=O)/C(=C\c2cccnc2)SC1=S)C(c1ccccc1)c1ccccc1	i	9%	0.098	-0.25	-0.17	0.19	3.4	1.7	4.7	-0.1	1452	i	-47	-2.2	1133	-2%	23%
C[N+]1(CCOc2ccc([N+](=O)[O-])cc2)CCOCC1	i	0%	-0.18	-0.18	-0.36	0.35	2.8	1.6	5.8	0.91	1204	i	-20	0.0	1359	3%	/
Cc1cc(C)c(S(=O)(=O)N2CCCC2=O)c(C)c1	i	24%	-0.44	-0.27	-0.076	1.3	1.3	0.9	2.8	0.72	1424	i	7	0.1	1506	-5%	-13%
c1ccc(-c2nc(NC3CC3)nc(-n3ccnc3)n2)cc1	i	16%	-0.21	-0.2	-0.0069	0.27	6.4	3.2	7.0	0.11	1433	i	6	-2.1	894	4%	-7%
Cc1noc(C)c1S(=O)(=O)N1CCC2(CC1)OCCO2	i	4%	1.2	-0.33	0.26	-0.47	3.2	1.6	0.7	0.14	1701	i	4	0.6	1365	-7%	-4%
CN(C)c1ccc(/C=N/NC(=O)c2cccc(C(=O)N/N=C/c3ccc(N(C)C)cc3)n2)cc1	i	-12%	-0.64	0.31	-0.39	0.046	1.7	2.1	4.5	0.04	1029	i	-1	1.5	1524	17%	-20%
O=C(NCCNc1nccc(C(F)(F)F)n1)c1cccc(C(F)(F)F)c1	i	-5%	0.6	-0.035	0.11	-0.06	/	/	/	-0.27	1090	/	/	-1.0	1301	3%	-4%
COc1cccc(CC2(CO)CCCN(Cc3cc4ccccc4[nH]3)C2)c1 (stereo not given)	i	6%	-0.55	-0.28	-0.27	0.96	3.4	3.2	6.5	-0.08	1303	i	20	-2.0	1158	-3%	-35%
CN(C(=O)COC(=O)CNC(=O)C12CC3CC(CC(C3)C1)C2)C1CCS(=O)(=O)C1 (stereo not given)	i	5%	-0.57	-0.23	-0.74	0.093	2.5	2.3	3.9	0.15	1271	i	8	0.3	976	-12%	8%
Cc1onc(-c2ccccc2Cl)c1C(=O)Nc1nnc(Cc2ccc(Cl)cc2)s1	i	12%	0.59	-0.22	-0.63	-0.73	3.3	2.5	5.6	-0.4	1601	i	0	-0.3	1400	8%	21%
O=C(CCNS(=O)(=O)c1cccc2nsnc12)NCCC1=CCCCC1	i	15%	-0.32	-0.13	0.25	0.35	5.5	0.9	7.1	-0.6	1323	i	-7	-0.3	1046	12%	-5%
O=c1c2ccc([N+](=O)[O-])c3cccc(c32)c2nc3ccccc3n12	/	-155%	-0.017	0.26	0.65	0.21	46	5.6	71	0.31	1496	+	13*	-0.5	1260	-5%	-31%
Cc1ccc(C(=O)N/N=C/c2ccc(-c3ccccc3[N+](=O)[O-])o2)cn1	i	2%	0.31	-0.019	0.41	-0.8	4.4	3.9	2.9	-0.04	1451	i	17	2.2	944	-1%	8%
COc1ccc(CCNC(=O)CSc2nnnn2-c2ccccc2OC)cc1OC	i	6%	0.12	-0.24	0.2	0.25	5.6	2.5	8.0	/	/	/	/	1.7	1067	-1%	-13%
COc1ccc(C(=S)N2CCN(C)CC2)cc1Br	i	-7%	1.9	0.011	2.1	-2.2	5.6	2.7	14	-0.33	963	i	47	-5.5	990	-3%	-9%
CC1CCCC(C)N1/N=C/c1ccc(N(C)C)cc1 (stereo not given)	i	-10%	0.019	-0.24	-0.56	0.34	3.7	2.1	1.8	/	/	i	-2	3.2	876	7%	-16%
COc1ccc2c(c1OC)CN(C)CCc1cc3c(cc1C(O)C2)OCO3 (stereo not given)	i	7%	-0.58	-0.17	-0.095	0.75	4.8	3.1	10	-0.49	1412	i	1	-0.8	987	4%	5%
Cc1ccc(C(=O)C2=C(O)C(=O)N(CCCn3ccnc3)C2c2ccc(OC(C)C)cc2)o1 (stereo not given)	i	-2%	0.44	-0.17	0.2	-0.28	1.7	2.8	13	0.12	1546	i	-2	-3.6	1436	10%	-11%
COc1ccccc1NC(=O)CC(=O)CSc1nnc(-c2ccc(C)cc2)n1C	i	-5%	0.33	-0.14	0.29	-0.39	4.1	2.9	5.3	0.03	1019	i	-4	-0.2	1136	15%	1%
Cc1cc(C)cc(N2CN=c3s/c(=C\c4ccco4)c(=O)n3C2)c1	i	20%	-0.67	-0.31	-0.77	0.82	0.8	5.2	6.5	-0.59	1475	i	-2	/	/	30%	-20%
Cc1ccc2c(c1)nnn2C1CCN(S(=O)(=O)c2cccc(S(=O)(=O)N(C)C)c2)CC1	i	14%	0.53	-0.29	0.39	0.37	5.3	1.5	3.4	0.88	709	i	-4	0.4	938	2%	27%
COc1ccc2cc(C)c(SCC(=O)Nc3cc(C)on3)nc2c1	i	10%	-0.67	-0.22	-0.23	1.2	1.2	2.0	10	-0.04	1318	i	10	-7.0	892	-8%	-30%
Clc1ccc(Cc2ccc(Cl)nn2)c(Cl)c1	i	10%	-0.13	-0.2	-0.27	0.63	2.3	1.3	8.3	-0.24	1135	i	0	7.4	1451	15%	-21%
COC(=O)C(NC(=O)CCc1c(C)nc2ncnn2c1C)C(C)C (stereo not given)	i	-1%	-0.36	-0.18	-0.059	0.18	2.0	2.3	2.1	-0.7	1457	i	12	-2.1	789	8%	-16%

One compound at a time (already shown):
Shown for `CCC(=O)Nc1ccccc1C(=O)OCC(=O)c1ccccc1` : Yfh1-depleted yeast: i; HEK293 NOD2/NF-kB: -76%; Dynein cargo inh: -0.013; Dynein cargo inh cytoplasmic EGFP: -0.19; Dynein cargo inh nuclear GR-EGFP: -0.19; Dynein cargo inh cell count: 0.25; MT stabilize HCS: 1.5; MT stabilize HCS Hoechst-high %: 1.1; MT stabilize HCS cytotoxicity %: 7.7; Insulin prom up: 0.48; Insulin prom up cell count: 1373; Autophagy mod: i; Autophagy mod cell loss 18 h: 6; b-catenin transl: -0.4; b-catenin transl cell count 5 µM: 1310; P. falciparum M17LAP: 9%; NOD1 inhibition: 31%
Shown for `COc1ccc(-c2cc(=O)c3ccccc3[nH]2)cc1` : Yfh1-depleted yeast: i; HEK293 NOD2/NF-kB: 6%; Dynein cargo inh: 0.28; Dynein cargo inh cytoplasmic EGFP: -0.28; Dynein cargo inh nuclear GR-EGFP: 0.46; Dynein cargo inh cell count: 0.57; MT stabilize HCS: 2.9; MT stabilize HCS Hoechst-high %: 1.4; MT stabilize HCS cytotoxicity %: 6.2; Insulin prom up: -0.75; Insulin prom up cell count: 916; Autophagy mod: i; Autophagy mod cell loss 18 h: 1; b-catenin transl: /; b-catenin transl cell count 5 µM: /; P. falciparum M17LAP: 6%; NOD1 inhibition: -19%
